TbREL1 inh: TbREL1 inhibition, primary screen | P86926 | TbREL1 RNA ligation, FRET fluorescence | actives 0.49% (n = 89,000) | inhibition, % at 9.66 µM;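 active = inhibition above the mean inhibition across all screened compounds plus 3 SD, cut at about 11% in these data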;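 note: 0% = plate median of test wells and 100% = NSC42067 control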
Target sequence (P86926 whole entry, looked up): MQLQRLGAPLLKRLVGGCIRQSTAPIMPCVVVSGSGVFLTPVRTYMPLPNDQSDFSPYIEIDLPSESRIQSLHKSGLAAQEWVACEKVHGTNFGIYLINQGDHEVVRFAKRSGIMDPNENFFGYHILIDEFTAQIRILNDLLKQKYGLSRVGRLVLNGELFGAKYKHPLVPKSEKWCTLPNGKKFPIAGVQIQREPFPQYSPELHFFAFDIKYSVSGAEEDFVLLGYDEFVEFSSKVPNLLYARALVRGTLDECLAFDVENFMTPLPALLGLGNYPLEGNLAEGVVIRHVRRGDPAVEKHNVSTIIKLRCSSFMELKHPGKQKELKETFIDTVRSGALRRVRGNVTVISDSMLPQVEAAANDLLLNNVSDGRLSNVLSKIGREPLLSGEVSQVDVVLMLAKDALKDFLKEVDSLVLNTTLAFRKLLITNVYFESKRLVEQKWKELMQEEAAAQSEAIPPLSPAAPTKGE
An asterisk follows results filed as active. A portion of the library; the hit share may differ from the screen's.

Preview:
SMILES	TbREL1 inh
C=C(C=O)CC1CC(O)[C@]2(C)OC3CC4OC5C[C@]6(C)O[C@]7(C)CCC8OC9C[C@]%10(C)OC%11C(C)=CC(=O)OC%11CC%10OC9C[C@@H](C)C8OC7CC6O[C@]5(C)C/C=C\C4OC3CC2O1 (stereo partly drawn)	0
Cc1cc(C)c(C2=NOC(O)(C(F)(F)F)C2)c(=O)[nH]1 (stereo not drawn)	5
O=c1[nH]c(=O)n(CCc2ccccc2)c(O)c1C=NCc1ccc2c(c1)OCO2	10
FC(F)(F)c1ccc2c(c1)ncn2C1CCN(Cc2nnnn2C2CCCCC2)CC1	1
COC(=O)C1=C(c2ccc(F)cc2F)C[C@@H]2CC[C@H]1N2C(=O)N1CCCCC1	-3
CCCCC(=O)N/N=C/c1c(O)n(Cc2ccc(F)cc2)c(=O)[nH]c1=O	-3
COCCNC(=O)N1[C@H]2CC[C@@H]1C(C(=O)OC)=C(c1ccc(-c3ccccc3)c(F)c1)C2	3
COC(=O)C1=C(c2ccccc2)C[C@@H]2CC[C@H]1N2C(=O)NCCS(C)=O (stereo partly drawn)	1
NP(=O)(OCCCc1ccccc1)Oc1ccccc1Cl (stereo not drawn)	0
NC(=O)Cn1cc(C(=O)c2ccccc2F)c2ccccc21	0
CCOC(=O)C1=C(C)OC(N)=C(C#N)C12C(=O)Nc1ccc(C)cc12 (stereo not drawn)	-2
CN1CCN(c2ccc([N+](=O)[O-])c(SCCO)c2)CC1	1
Cc1cccnc1-n1c(-c2ccccc2)nc2ccccc2c1=O	0
CCN1CCN(c2ccc([N+](=O)[O-])cc2C(=O)OC)CC1	1
Cc1ccc(C(=O)n2cc(CCN3CCS(=O)(=O)CC3)c3ccccc32)cc1	0
CCCCn1c(O)c(C=NC2CCCCC2N)c(=O)[nH]c1=O (stereo not drawn)	-1
CC1CN=C(NCc2ccccc2)S1 (stereo not drawn)	4
N#Cc1ccc(NC(=O)CN2C(=O)NC3(CCCCCCC3)C2=O)cc1Cl	0
Cc1ccc2c(c1)C1CN(C)CCC1N2C(=O)c1cccnc1Cl (stereo not drawn)	-1
COC(=O)C1=C(c2ccc(-c3ccccc3)c(F)c2)C[C@@H]2CC[C@H]1N2C(=O)NCc1ccc(F)cc1	-1
COC(=O)C1=C(c2ccccc2OCc2ccccc2)C[C@@H]2CC[C@H]1N2C(=O)NCc1ccc([N+](=O)[O-])cc1	5
Cc1cc(-c2ccccc2)cc(-c2ccccc2)[n+]1CCc1ccccc1	2
CCN(c1ccc(C(O)(C(=O)OC)C(F)(F)F)cc1)S(=O)(=O)c1ccc(C)cc1 (stereo not drawn)	-1
C/C(=N\NP(=S)(c1ccccc1)c1ccccc1)c1ccc(O)cc1O	2
O=C(O)COc1ccc(Cl)cc1Cl	-1
CC(=O)Nc1ccc(S(=O)(=O)NC(CC(=O)N2CCC3(CC2)OCCO3)C(C)C)cc1 (stereo not drawn)	3

The list itself, repeating the preview:
SMILES	TbREL1 inh
C=C(C=O)CC1CC(O)[C@]2(C)OC3CC4OC5C[C@]6(C)O[C@]7(C)CCC8OC9C[C@]%10(C)OC%11C(C)=CC(=O)OC%11CC%10OC9C[C@@H](C)C8OC7CC6O[C@]5(C)C/C=C\C4OC3CC2O1 (stereo partly drawn)	0
Cc1cc(C)c(C2=NOC(O)(C(F)(F)F)C2)c(=O)[nH]1 (stereo not drawn)	5
O=c1[nH]c(=O)n(CCc2ccccc2)c(O)c1C=NCc1ccc2c(c1)OCO2	10
FC(F)(F)c1ccc2c(c1)ncn2C1CCN(Cc2nnnn2C2CCCCC2)CC1	1
COC(=O)C1=C(c2ccc(F)cc2F)C[C@@H]2CC[C@H]1N2C(=O)N1CCCCC1	-3
CCCCC(=O)N/N=C/c1c(O)n(Cc2ccc(F)cc2)c(=O)[nH]c1=O	-3
COCCNC(=O)N1[C@H]2CC[C@@H]1C(C(=O)OC)=C(c1ccc(-c3ccccc3)c(F)c1)C2	3
COC(=O)C1=C(c2ccccc2)C[C@@H]2CC[C@H]1N2C(=O)NCCS(C)=O (stereo partly drawn)	1
NP(=O)(OCCCc1ccccc1)Oc1ccccc1Cl (stereo not drawn)	0
NC(=O)Cn1cc(C(=O)c2ccccc2F)c2ccccc21	0
CCOC(=O)C1=C(C)OC(N)=C(C#N)C12C(=O)Nc1ccc(C)cc12 (stereo not drawn)	-2
CN1CCN(c2ccc([N+](=O)[O-])c(SCCO)c2)CC1	1
Cc1cccnc1-n1c(-c2ccccc2)nc2ccccc2c1=O	0
CCN1CCN(c2ccc([N+](=O)[O-])cc2C(=O)OC)CC1	1
Cc1ccc(C(=O)n2cc(CCN3CCS(=O)(=O)CC3)c3ccccc32)cc1	0
CCCCn1c(O)c(C=NC2CCCCC2N)c(=O)[nH]c1=O (stereo not drawn)	-1
CC1CN=C(NCc2ccccc2)S1 (stereo not drawn)	4
N#Cc1ccc(NC(=O)CN2C(=O)NC3(CCCCCCC3)C2=O)cc1Cl	0
Cc1ccc2c(c1)C1CN(C)CCC1N2C(=O)c1cccnc1Cl (stereo not drawn)	-1
COC(=O)C1=C(c2ccc(-c3ccccc3)c(F)c2)C[C@@H]2CC[C@H]1N2C(=O)NCc1ccc(F)cc1	-1
COC(=O)C1=C(c2ccccc2OCc2ccccc2)C[C@@H]2CC[C@H]1N2C(=O)NCc1ccc([N+](=O)[O-])cc1	5
Cc1cc(-c2ccccc2)cc(-c2ccccc2)[n+]1CCc1ccccc1	2
CCN(c1ccc(C(O)(C(=O)OC)C(F)(F)F)cc1)S(=O)(=O)c1ccc(C)cc1 (stereo not drawn)	-1
C/C(=N\NP(=S)(c1ccccc1)c1ccccc1)c1ccc(O)cc1O	2
O=C(O)COc1ccc(Cl)cc1Cl	-1
CC(=O)Nc1ccc(S(=O)(=O)NC(CC(=O)N2CCC3(CC2)OCCO3)C(C)C)cc1 (stereo not drawn)	3
Cc1[nH]c2ccccc2c1CCN	0
Cc1cccc(-n2c(O)c(C=Nc3ccc(S(N)(=O)=O)cc3)c(=O)[nH]c2=O)c1	-4
O=C(Cc1ccccc1)Oc1ccc(N2C(=O)C3CCCCC3C2=O)cc1 (stereo not drawn)	0
C=C[C@@H]1C2=CCOC(=O)C2=CO[C@H]1O[C@@H]1O[C@H](CO)[C@@H](O)[C@H](O)[C@H]1O	1
Oc1ccccc1-[n+]1c(-c2ccccc2)cc(-c2ccccc2)c(O)c1-c1ccccc1	-2
COC(=O)C1=C(c2ccc(F)cc2OCc2ccccc2)C[C@@H]2CC[C@H]1N2C(=O)N1CCC(O)(c2ccc(Cl)cc2)CC1	2
CNP1(NC)=Nc2nn(-c3ccccc3)c(N)c2C(c2ccccc2)=N1	-1
CCOC(=O)c1c(/N=C/C2C(=O)NC(=O)NC2=O)sc2c1CCC2	-2
COC(=O)C1=C(c2ccc(F)cc2OCc2ccccc2)C[C@@H]2CC[C@H]1N2C(=O)NCCCOC(C)C	-7
CC(=NCC1CCCO1)c1c(O)n(-c2ccccc2C)c(=O)[nH]c1=O (stereo not drawn)	0
CCCOC(=O)c1ccc(-[n+]2c(-c3ccccc3)cc(-c3ccccc3)cc2-c2ccccc2)cc1	10
C=CCn1c(O)c(C(CC)=Nc2cccc(C(=O)O)c2)c(=O)[nH]c1=O	10
COC(=O)C1=C(c2cccc(OC)c2OC)C[C@@H]2CC[C@H]1N2C(=O)NC(C)C	0
Cn1c(O)c(C(=N)COc2cccc(Cl)c2)c(=O)n(C)c1=O	4
COc1ccc(-n2nnnc2C(c2cccs2)N2CCC(n3c(=O)[nH]c4ccccc43)CC2)cc1 (stereo not drawn)	0
CCN1CCN(Cc2ccccc2C)CC1	1
Cc1noc(C)c1CC(=O)N1CCCC(N2CCN(c3ccccc3F)CC2)C1 (stereo not drawn)	2
CCCCn1c(O)c(C(C)=NCc2ccc(F)cc2)c(=O)[nH]c1=O	6
O=C(Nc1ccccc1OC(=O)N1CCOCC1)N1CCOCC1	-2
COP(=O)(OC)C(C)NC(=O)OCc1ccccc1 (stereo not drawn)	0
COC(=O)C1=C(c2ccccc2)C[C@@H]2CC[C@H]1N2C(=O)NC1CC1	-2
CN1C(=O)C(=Cc2ccc(N3CCOCC3)o2)C(=O)N(C)C1=O	5
COc1cc2ccc(=O)oc2c2ccoc12	4
O=C(C1CC(=O)N(C2CCCC2)C1)N1CCC2(CC1)OCCO2 (stereo not drawn)	3
C[C@]12CCC3C(CC[C@H]4C[C@@H](O)CC[C@]34C)C1C/C(=N/O)[C@@H]2O (stereo partly drawn)	8
C=CCN1C(=O)NC(=O)/C(=C/c2cnc(SC)nc2)C1=O	-1
Cc1ccc(-n2c(-c3cccs3)nc3ccccc3c2=O)cc1	0
O=C(c1cc2c(s1)-c1ccccc1OC2)N1CCC2(CC1)OCCO2	-1
CCCCCSc1cc(OC)c(CCNC)cc1OC	8
CN1C(=O)c2ccccc2Sc2ccc(C(=O)N3CCC4(CC3)OCCO4)cc21	3
Cc1ccc(OP(N)(=O)Oc2ccc(C)cc2)cc1	0
Nc1ccc(Sc2ccc(N)cc2)cc1	-6
CC(c1ccccc1)[n+]1ccccc1 (stereo not drawn)	-1
COc1ccc(C2SCC(=O)Nc3c2c(C)nn3-c2ccccc2)cc1OC (stereo not drawn)	1
Other compounds follow:
SMILES	TbREL1 inh
CCOC(=O)C1(c2ccccc2)CCN(CCC(=O)Nc2ccc(F)cc2)CC1	0
O=C1CCCN1C(=O)c1cncc(Br)c1	1
Nc1ccc(Br)cc1	-5
C=CCn1c(O)c(C(C)=NCCC2=CCCCC2)c(=O)[nH]c1=O	-2
Cc1cc(C)c(N=Cc2c(O)[nH]c(=O)[nH]c2=O)c(C)c1	0
O=c1c2ccccc2ncn1-c1ccc([N+](=O)[O-])c(C(F)(F)F)c1	1
CCN(CC)P(c1n(C)cc[n+]1C)N(CC)CC	-4
C=CCn1c(O)c(C(C)=NCc2ccco2)c(=O)[nH]c1=O	1
COC(=O)C1=C(c2ccc(-c3ccccc3)c(F)c2)C[C@@H]2CC[C@H]1N2C(=O)NCCNC(C)=O	-1
CCOc1ccc(N2C(=O)NC(=O)/C(=C/c3cnc(SC)nc3)C2=O)cc1	-1
C=CCn1c(O)c(C(CC)=Nc2ccc(N(CC)CC)cc2)c(=O)[nH]c1=O	-2
Cc1cc(N2CCNC[C@@H]2C)ccc1N1CC[C@H](O)C1	4

Quoted at random: two records from the list
SMILES	TbREL1 inh
COC(=O)C1=C(c2ccc(-c3ccccc3)c(F)c2)C[C@@H]2CC[C@H]1N2C(=O)NCCNC(C)=O	-1
Cc1cc(N2CCNC[C@@H]2C)ccc1N1CC[C@H](O)C1	4

High-throughput results deposited in PubChem BioAssay by The Scripps Research Institute Molecular Screening Center.
